# From PubChem
# Hsp70 displacement – Hsp70 inhibitors, probe displacement, primary screen, biochemical, fluorescence polarization (AID 583) | one-dose displacement, % at 20 µM; IC50 in µM for titrated hits | Heat shock 70 kDa protein 1A (Homo sapiens) | actives 0.06% (n = 140,000) | Hsp70 fluorescence polarization probe displacement, mP; higher % means a stronger effect; in the data active = displacement above about 50%;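 also: plate controls were vehicle for no effect and reference ligand for full effect; a part of the inactive calls stands beside numbers as strong as those of hits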
# Rat MKP-3 inhibitors – MKP-3 phosphatase inhibitors, primary screen, biochemical, rat enzyme, in vitro (AID 425) | recombinant MKP-3 phosphatase activity, fluorescence; higher % means a stronger effect | one-dose inhibition, % at 20 µM; IC50 in µM for titrated hits | Dual specificity protein phosphatase 6 (Rattus norvegicus) | actives 0.17% (n = 110,000); in the data active = inhibition above about 50%;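 also: plate controls were vehicle for no effect and reference inhibitor for full effect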
# Active calls of the source: *; . = no result given; & = joins results of further samples. Some of the compounds tested; count on the stated rates, not on these rows.
# Sequence of screens: Rat MKP-3 inhibitors | Hsp70 displacement
Cc1ccc(C(=O)Nc2ccc(N3CCOCC3)cc2)cc1C
    3.7% | 4.4%
COc1nc(N(CC(N)=O)S(=O)(=O)c2ccccc2)nc(C)c1Cl
    . | 9.2%
CC(=O)NCC(O)(c1ccc(C)cc1)c1ccc(C)cc1
    4.3% | -0.2%
O=S(=O)(Nc1ccccc1Cl)c1ccc(F)cc1
    0.1% | -0.1%
OC1CC(c2ccccc2)NC2(CCCC2)C1 (stereo not drawn)
    -1.3% | -2.2%
O=C(OCc1nnc(-c2ccccc2)o1)c1cn(-c2ccccc2)nc1-c1ccccc1
    -4.9% | -12.8%
C=CCn1c(SCc2cc(=O)n3ccsc3n2)nc2sc(C)c(C)c2c1=O
    0.4% | 2.5%
O=C(Oc1cccc(NC(=O)c2ccco2)c1)c1cccc(S(=O)(=O)N2CCCCC2)c1
    . | -6.2%
CSc1ncccc1C(=O)OCC(=O)Nc1cc(C(F)(F)F)ccc1N1CCOCC1
    -14.4% | 1.8%
O=C(O)/C=C\C(=O)Nc1ccccc1Br
    -0.6% | 3.1%
Cc1ccc2[nH]c(O)c(N=NC(=O)c3cc4ccccc4nc3C)c2c1
    0.3% | 7.6%
COc1ccc(-c2nn(-c3ccccc3)cc2C(=O)N2CCOCC2)cc1
    -15.2% | 8.6%
C=CCn1c(COc2ccccc2F)nnc1SCC(=O)N1CC(=O)Nc2ccccc21
    -11.0% | -0.5%
O=C(COC(=O)Cc1cn2ccsc2n1)Nc1nc2ccccc2s1
    6.7% | 1.1%
CN(C)C(CNC(=O)CSc1nnc(-c2ccco2)o1)c1ccccc1 (stereo not drawn)
    -8.1% | -0.2%
Cc1ccc(-c2nnc(CSc3nnc(COc4ccccc4)n3-c3ccccc3)o2)cc1
    -4.7% | 0.8%
Cc1ccc([N+](=O)[O-])cc1NC(=O)C1C2C3CCC(C3)C12 (stereo not drawn)
    3.2% | 2.3%
O=c1c2ccccc2nc(SCc2cccc(F)c2)n1Cc1ccco1
    -0.4% | 6.4%
O=S(=O)(/N=C(/Nc1cc(N2CCOCC2)ncn1)c1ccccc1)c1ccccc1
    -8.2% | -2.2%
CC(C)Cc1nnc(NC(=O)COc2ccccc2)s1
    4.2% | 3.2%
CC(C)Sc1nc2ccccc2n1CC(=O)NCc1ccc2c(c1)OCO2
    . | 2.7%
Cc1nn(-c2ccc(Cl)cc2)c(N)c1C(O)(CSc1nccn1C)C(F)(F)F (stereo not drawn)
    -7.2% | -2.0%
CCCCOc1ccc(S(=O)(=O)N=Nc2c(O)[nH]c3ccc(Br)cc23)cc1
    3.9% | -1.6%
Cc1cccc2cc(CN(CCN3CCCC3)C(=O)NC3CCCCC3)c(=O)[nH]c12
    7.1% | 1.9%
CC1(C)CC(=O)C=C(NC2CC(C)(C)NC(C)(C)C2)C1
    -11.1%&0.3% | -0.9%&0.1%
CCCc1ccc(-c2nc(Cc3ccc(OC)cc3)no2)cc1
    2.6% | -4.4%
CC1(C)Cc2ccccc2-c2nc3ccccc3c(=O)n21
    -10.8% | -1.6%
COc1cccc(C2Nc3ccccc3NC3=C2C(=O)CC(c2cccs2)C3)c1OC (stereo not drawn)
    -0.3% | 3.2%
O=C(CC1C(=O)NCCN1C(=O)Nc1ccccc1)Nc1ccc2c(c1)OCO2 (stereo not drawn)
    -13.3% | -2.7%
Brc1ccc(CN2CCN(Cc3ccncc3)CC2)cc1
    4.8% | -4.4%
Cc1cc(C)nc(Nc2n[nH]c(Cc3ccccc3)n2)n1
    -13.7% | 7.3%
O=C(NCCN1CCCCCC1)C1CC(=O)N(CCc2ccccc2)C1 (stereo not drawn)
    2.1% | 2.6%
Cc1ccn2c(C(=O)N/N=C\c3cccs3)c(C)nc2c1
    5.3% | 1.6%
CCCCC1CCC(C(=O)Nc2ccc(S(=O)(=O)Nc3nccs3)cc2)CC1 (stereo not drawn)
    . | -2.7%
O=c1oc2cc(OCc3c(F)cccc3Cl)c(Cl)cc2c2c1CCC2
    3.3% | -0.5%
CCOC(=O)C1(C)C=C(Nc2ccccc2)C(=O)N1c1ccccc1 (stereo not drawn)
    0.7% | -1.8%
COCCNC(=O)CSc1nc2cc(OC)c(OC)cc2c(=O)n1CCC1=CCCCC1
    -0.8% | 9.4%
CC(=O)OCc1cc(C)cc(C=O)c1C
    1.0% | -2.8%
COc1ccc(Cl)cc1NC(=O)c1ccncc1
    2.0% | -4.6%
Nc1ccc(Cl)c(C(=O)Nc2ccccc2C(=O)O)c1
    4.5% | -6.2%
COc1cc(OC)c(C2N(c3ccc(Cl)cc3)C(=O)C3CCCN32)cc1OC (stereo not drawn)
    -4.4% | -7.8%
COc1cccc(N2C(=O)C(=O)/C(=C(\O)c3ccccc3)C2c2ccc(Cl)cc2)c1 (stereo not drawn)
    0.4% | -0.3%
O=C(/C=N/O)Nc1ccccc1
    -5.7% | -4.5%
COC(=O)C1CCN(C(c2ccc(OC)c(OC)c2)c2sc3nc(C)nn3c2O)CC1 (stereo not drawn)
    -2.4% | 1.7%
O=C1NC(=S)S/C1=C\c1ccccc1OCc1ccc(Cl)cc1
    1.0% | 1.0%
O=C(CSc1nnnn1-c1ccccc1)Nc1ccc(O)cc1
    2.6% | 4.4%
O=C(NC1CCCC1)C1CCC(=O)N1C1CCCC1 (stereo not drawn)
    -8.6% | 2.8%
CCOc1ccc(NC(=S)NC(NC(=O)c2ccc(Cl)cc2Cl)C(Cl)(Cl)Cl)cc1 (stereo not drawn)
    3.6% | -4.6%
O=C(CSc1nncn1-c1ccccc1)c1ccc(F)cc1
    2.7% | 1.2%
CCOC(=O)NC(NC(=O)OCC)c1ccc(OC)c(OC)c1
    3.6% | 2.6%
CCCSc1nc2ccccc2n1CCO
    0.0% | 10.1%
CC1(C)CC2(CCO1)CNC(=O)O2 (stereo not drawn)
    -8.7% | 5.6%
Cc1nnc(N2C(=O)c3ccc([N+](=O)[O-])cc3C2=O)s1
    -2.0% | 3.7%
CCSc1nnc(NC(=O)c2cnccn2)s1
    -8.5%&0.7% | 3.1%&1.2%
CCN(CC)c1ccc(N2C(=O)/C(=C/c3cc(OC)c(OC)c(OC)c3)SC2=S)cc1
    3.9% | -2.7%
COC(=O)CSc1nc2ccc(N)cc2s1
    4.4% | 0.7%
O=c1sc2ccccc2n1COc1ccc(Cl)cc1
    . | -0.7%
CSc1nc(N2CCN(CCO)CC2)c2sc3nc(-c4ccco4)c4c(c3c2n1)CCC4
    0.5% | -1.0%
O=C1NC(=S)N(c2ccccc2F)C(=O)/C1=C/c1ccc(OCc2cccc(C(=O)O)c2)cc1
    68.5%* | 51.5%*
O=c1c2ccccc2nc(-c2ccccc2)n1CCN1CCOCC1
    -9.5% | 3.6%

# Remaining list, next part.
# Sequence of screens: Rat MKP-3 inhibitors | Hsp70 displacement
O=C1Nc2ccccc2C12OCC1(CO2)COC2(OC1)C(=O)Nc1ccccc12 (stereo not drawn)
    2.2% | -5.6%
CC(=O)Nc1ccc(S(=O)(=O)N2c3ccccc3C(Nc3ccccc3)CC2C)cc1 (stereo not drawn)
    3.2% | 3.3%
CC(C)Cn1c(-c2nn(C)cc2Cl)n[nH]c1=S
    . | 9.6%
COc1ccc(C2=NN(c3ccccc3)C(c3ccccc3F)C2)cc1 (stereo not drawn)
    3.0% | 1.8%
Cc1nc2ncccn2c1-c1csc(Nc2cccc(O)c2)n1
    2.7% | -1.8%
CC(C)(C)C1CCc2c(sc3ncn4c(=S)[nH]nc4c23)C1 (stereo not drawn)
    2.1% | 1.2%
N#Cc1ccc(Oc2nc(C(N)=O)cc(-c3ccccc3)n2)cc1
    . | -0.7%
COc1ccc(Cl)cc1C(=O)Nc1nc(-c2ccc(C)cc2C)cs1
    1.1% | 0.0%
COC(=O)CCS(=O)(=O)c1ccc(Cl)c(Cl)c1
    -1.3% | 3.2%
CCOC(=O)CNC(=O)c1sc(NC(=O)c2ccccc2)nc1C
    . | 1.3%
Cc1c(-c2ccccc2)nc(N)c(C#N)c1-c1cccs1
    . | 1.0%
Cc1cccc(NC(=O)Cn2cnc3ccc(S(=O)(=O)N4CCC(C)CC4)cc3c2=O)n1
    8.6% | -4.6%
Cc1cccc(-c2nnn(CC/C(N)=N/O)n2)c1
    -5.6% | 5.2%
COC(=O)Cc1c(C)nc2nc(Cc3ccccc3)[nH]n2c1=O
    -2.6% | 4.0%
O=C(NCCCn1ccnc1)c1cn(-c2ccccc2)nc1-c1ccccc1
    -9.5% | .
O=C1OC(c2sc3ccccc3c2Cl)=N/C1=C/c1ccccc1
    14.9% | -1.0%
O=C(COC(=O)Cn1cnc2ccccc21)NCCc1ccccc1
    1.4% | 0.5%
S=C(c1ccc(-c2ccc(Cl)c(Cl)c2)o1)N1CCN(c2ccccc2)CC1
    2.1% | 4.9%
COc1ccc(-c2nnc(SCC(=O)NCCOc3ccccc3)n2-c2ccccc2)cc1
    3.1% | 0.4%
CN(C)c1ncc(C2=C(Cl)C(=O)C(N3CCCC3)=C(Cl)C2=O)s1
    . | 9.6%
COc1ccc(C2(CNC(=O)Cc3ccc(OC)c(OC)c3)CCOCC2)cc1
    . | -0.2%
O=S(=O)(Nc1nc2ccccc2nc1NCCN1CCOCC1)c1cccc(Cl)c1
    -6.1% | 1.0%
COc1ccc(C2CC(=O)c3cnc(NC(=O)c4cccc(OC)c4)nc3C2)cc1 (stereo not drawn)
    1.0% | 3.1%
CCc1nnc(NC(=O)C2CCCN2C(=O)NC2CCCCC2)s1 (stereo not drawn)
    -5.9% | 1.9%
Cn1c(/C=N/c2nc3ccccc3[nH]2)nc2ccccc21
    -4.7%&-0.3% | 5.5%&2.6%
O=C(NC1CCCCC1)C1CCN(S(=O)(=O)N2CCOCC2)CC1
    0.7% | -0.8%
COC(=O)C(Cc1ccc(O)cc1)NC(=O)CCC(=O)Nc1ccc(S(N)(=O)=O)cc1 (stereo not drawn)
    -7.4% | 2.5%
COC(=O)c1[nH]c2cc(OC)ccc2c1NC(=O)CN1CCC(C(N)=O)CC1
    -2.0% | -1.9%
CCn1c(CNC(=O)Cc2ccc(OC)cc2)nnc1SCCOc1ccccc1
    . | -0.1%
Cc1cc(-n2nc(C)cc2C)nc(N)n1
    -6.8% | 4.5%
CCCNC(=O)c1cccc(COCC(F)(F)F)c1
    . | 3.5%
O=C(CN1CCC(O)(c2ccc3c(c2)OCO3)CC1)OC1CCCCC1
    -0.2% | 3.0%
O=C(Cc1ccccc1)Nc1ccc(/C=C/C(=O)c2ccccc2)cc1
    5.6% | 0.2%
CCOC(=O)c1cnc(SCC(=O)Nc2cc(OC)ccc2OC)nc1N
    . | 2.7%
CCCNC(=O)N1CCN(c2ncccn2)CC1
    . | 11.9%
Cc1ccccc1NC(=O)CSc1cc(Cl)ccc1Cl
    -0.6% | 1.0%
CCC(Oc1ccccc1)C(=O)Nc1nnc(C(F)(F)F)s1 (stereo not drawn)
    -1.2% | -0.9%
CCCn1nnc(NC(=O)c2ccc(OCC)c(Cl)c2)n1
    -7.2% | 3.3%
CCC(CC)C(=O)Nc1cc(NC(=O)C(CC)CC)cc(C(=O)O)c1
    -2.7% | 0.4%
Cc1ccc(-c2ccc(=O)n(CC(=O)NCCN3CCCCC3C)n2)cc1 (stereo not drawn)
    -4.8% | 7.8%
COc1ccc(-n2c(O)c(/C=C3\C=CC=N3)c(=O)[nH]c2=O)cc1
    2.1% | 0.9%
O=C1CN(C(=O)c2ccc(Br)o2)C(c2ccccc2)c2cc(Br)ccc2N1 (stereo not drawn)
    -14.2% | 0.8%
O=C(OCC(=O)N1CCc2ccccc21)c1cccnc1Cl
    . | 1.9%
COc1ccc(C(=O)C2CCCCC2=O)cc1 (stereo not drawn)
    6.8% | 3.4%
CCOC(=O)c1cccc(NC(=O)CN(C)S(=O)(=O)c2cnc[nH]2)c1
    4.1% | -0.5%
Cc1cc([N+](=O)[O-])ccc1-c1cc2ccccc2oc1=O
    -0.3% | 6.4%
COc1cccc(C(=O)Nc2ccc(N3CCN(C(C)=O)CC3)cc2)c1
    -3.1% | 0.2%
Cc1cc(C)nc(-n2nc(C)cc2NC(=O)CN2CCc3ccccc3C2)n1
    0.8% | 2.0%
Cc1ccc(N2CC(C(=O)Nc3nccs3)CC2=O)cc1 (stereo not drawn)
    -10.5%&3.7% | 5.4%
CC(CN1CCCCCC1)C(=O)c1ccccc1 (stereo not drawn)
    -0.6% | 1.2%
CSc1cc(-c2ccccc2)n(Cc2c(Cl)cccc2Cl)c(=O)c1C#N
    . | 3.8%
COc1ccc(/C=C2\C(=O)NC(=O)N(c3ccccc3)C2=O)c2ccccc12
    2.1% | -2.3%
O=C1c2cccnc2C(=O)N1c1ccc(Oc2ccc(N3C(=O)c4cccnc4C3=O)cc2)cc1
    -3.1% | -4.1%
O=C(NCCCCCCNC(=O)c1ccc(Br)s1)c1ccc(Br)s1
    . | 0.7%
O=C(CCCN1C(=O)c2cccc3cccc(c23)C1=O)NC1CCS(=O)(=O)C1 (stereo not drawn)
    -0.8% | 3.8%
O=C(O)CCCC(=O)Nc1nc(-c2ccc(Cl)c(Cl)c2)cs1
    1.4% | -3.5%

# Single records, as listed above.
# Results for O=C(CCCN1C(=O)c2cccc3cccc(c23)C1=O)NC1CCS(=O)(=O)C1 (stereo not drawn) : Rat MKP-3 inhibitors = -0.8%; Hsp70 displacement = 3.8%
# Results for CCOC(=O)c1cccc(NC(=O)CN(C)S(=O)(=O)c2cnc[nH]2)c1 : Rat MKP-3 inhibitors = 4.1%; Hsp70 displacement = -0.5%
